MPTP block = inhibitors of mitochondrial permeability transition pore. inhibition, % at 10 µM. hit rate 1.4% among 360,000. isolated mouse mitochondria, Ca2+ swelling absorbance, 30 min;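 active = inhibition of 50% or more, scaled per plate between neutral and stimulator controls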;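 also: 0% = DMSO wells given calcium and 100% = 1 mM EGTA wells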
SENP1 FRET inh = inhibitors of human SENP1 SUMO protease catalytic domain | AID 624204 | recombinant SENP1 catalytic domain, CyPet-SUMO1-YPet FRET cleavage | inhibition, % at 10 µM | hit rate 0.21% among 360,000;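 active = inhibition at least 30% at 10 µM, raw YFP signal under a set limit, fluorescence ratio 0.5 to 1.5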;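 also: 0% = enzyme with DMSO and 100% = no enzyme wells; some results filed as inactive read as strong as hits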
Target sequence (Q9P0U3 419-644 limits assumed): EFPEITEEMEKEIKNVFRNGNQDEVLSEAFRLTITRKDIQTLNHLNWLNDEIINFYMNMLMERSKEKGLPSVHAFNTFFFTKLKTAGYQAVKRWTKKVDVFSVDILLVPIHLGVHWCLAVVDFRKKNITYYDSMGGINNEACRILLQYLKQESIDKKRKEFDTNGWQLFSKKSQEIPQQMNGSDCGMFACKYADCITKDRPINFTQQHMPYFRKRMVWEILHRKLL
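Assay system – human recombinant His6-tagged SENP1 catalytic domain enzyme · Input – SENP1 enzyme, 20 pM final · Buffer or medium – Tris pH 8 buffer plus EDTA, NaCl, BME, BSA, NP40, catalase · Schedule – 50 min reaction at room temperature · Technique – FRET read of cyan and yellow fluorescence · Control set – no-enzyme wells low, DMSO-plus-enzyme wells high control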
SENP8 inh = inhibitors of human SENP8 protease | AID 602440 | hit rate 0.64% among 360,000 | inhibition, % at 20 µM | recombinant SENP8, Nedd8 substrate fluorescence; in the data active = inhibition mostly above about 40%, no sharp cut-off; inactive = mostly below about 27%
Target sequence (Q96LD8 whole entry, looked up): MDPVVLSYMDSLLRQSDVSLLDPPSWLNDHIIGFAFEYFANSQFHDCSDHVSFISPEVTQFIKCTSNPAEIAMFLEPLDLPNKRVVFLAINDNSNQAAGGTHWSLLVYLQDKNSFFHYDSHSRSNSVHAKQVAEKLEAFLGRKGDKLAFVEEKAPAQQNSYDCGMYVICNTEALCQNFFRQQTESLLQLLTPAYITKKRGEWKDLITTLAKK
PfG6PD inh = PfG6PD (Plasmodium falciparum) enzyme inhibition. PfGluPho enzyme, NADPH resazurin-diaphorase fluorescence. hit rate 0.78% among 350,000. inhibition, % at 20 µM;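 active = inhibition reaching at least a set limit at 20 µM in the primary screen, cut at about 59% in these data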;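 also: 0% = DMSO wells with substrate and 100% = DMSO wells lacking glucose-6-phosphate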
SENP6 inh = blocks the human protease SENP6; Q9GZR1; Recombinant SENP6 catalytic domain, aminoluciferin luminescence; inhibition, % at 10 µM; hit rate 1.8% among 330,000; AID 2599;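 active = inhibition above about 50% at the single tested dose, limit read from the data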;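 also: plate controls were DMSO wells with enzyme for no effect and DMSO wells lacking enzyme for full effect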
hIAP act = increases human intestinal alkaline phosphatase activity | P09923 | purified human IAP, CDP-Star luminescence, 30 min; active compounds read high; 1 = vehicle-only enzyme, 0 = enzyme-free background | activation factor at 10 µM | hit rate 0.16% among 330,000 | AID 2524;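 active = activation factor of the enzyme at least 2-fold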; also: the source names both 10 and 20 µM as test concentration; values of inactives mirror those of a sister screen read the other way
Target sequence (P09923 whole entry, looked up): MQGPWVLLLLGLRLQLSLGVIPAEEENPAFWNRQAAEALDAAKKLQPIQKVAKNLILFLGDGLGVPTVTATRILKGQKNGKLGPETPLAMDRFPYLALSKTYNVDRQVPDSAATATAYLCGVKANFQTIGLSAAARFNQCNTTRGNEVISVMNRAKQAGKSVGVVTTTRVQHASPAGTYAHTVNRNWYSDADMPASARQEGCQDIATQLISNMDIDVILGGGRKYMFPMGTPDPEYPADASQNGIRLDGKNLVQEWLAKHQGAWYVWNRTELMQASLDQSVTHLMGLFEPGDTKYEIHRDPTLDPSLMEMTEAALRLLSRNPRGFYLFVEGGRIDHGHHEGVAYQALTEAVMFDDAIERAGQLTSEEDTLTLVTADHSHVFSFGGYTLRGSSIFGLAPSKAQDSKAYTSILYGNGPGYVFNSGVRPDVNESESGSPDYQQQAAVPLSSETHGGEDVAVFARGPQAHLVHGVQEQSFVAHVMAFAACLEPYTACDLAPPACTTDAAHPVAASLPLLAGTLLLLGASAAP
ATG4B inh = inhibitors of human ATG4B cysteine protease; AID 504462; inhibition, % at 8.33 µM; ATG4B cleavage of LC3-PLA2, NBD-HPC fluorescence, 1 h; hit rate 0.51% among 340,000; in the data active = inhibition above about 40%
GRIN3A LBD mod = modulators (binders) of human NR3A ligand-binding domain. NR3A LBD differential scanning fluorimetry, Tm shift; 0% = protein alone, 100% = glycine-bound protein. Tm shift relative to glycine control, % at 25 µM. hit rate 2.5% among 340,000;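 active = melting temperature shift of at least 10% of the positive control shift, at one fixed dose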
An asterisk follows results filed as active; i = inactive; . = no result given.

SMILES	MPTP block	SENP1 FRET inh	SENP8 inh	PfG6PD inh	SENP6 inh	hIAP act	ATG4B inh	GRIN3A LBD mod
Cc1ccc(CONC(=O)c2cccc(C)c2)cc1	3.7	3	9	8	65*	1.1	-3	0
COc1ccccc1NC(=O)Cn1cnc2c(cnn2-c2ccccc2)c1=O	3.0	0	9	10	-16	1.4	-13	5
COc1cccc(C2/C(=C(\O)c3ccc(OC)c(OC)c3)C(=O)C(=O)N2c2cc(C)on2)c1 (configuration not stated)	0.2	0	-116	-13	-9	0.9	-4	3
COc1ccc(CNC(=O)CCC(=O)c2ccc(F)cc2)cc1OC	0.0	2	11	2	-13	1.1	-6	-1
CCN(C(=O)COC(=O)/C=C/c1cnc2ccccc2n1)C1CCS(=O)(=O)C1 (configuration not stated)	-0.7	0	8	-7	10	1.1	1	-4
Clc1ccc(C=NC23CN4CN(CN(C4)C2)C3)cc1	-0.4	2	11	-25	-1	0.94	5	2
Cc1cc(C)c2c(CC(=O)O)c(C)[nH]c2c1	-0.4	-29	-50	-3	-12	0.94	6	-1
COC(=O)CSC1=C(C#N)C(c2ccc(C)cc2)C2=C(CCCC2=O)N1 (configuration not stated)	-12	-2	-14	9	1	1	6	-1
COc1ccc(C(=O)NCc2ccc3[nH]c(C)cc3c2)cc1OC	0.4	-50	-4	21	-14	0.93	-3	-1
O=C(c1cc2c(cc1Br)OCCCO2)N1CCCCC1	1.8	1	-6	5	8	0.95	1	-1
COc1cccc(OCc2nnc(SCc3cc(=O)[nH]c4ccccc34)o2)c1	-3.0	0	-1	2	-9	0.81	-23	0
Cn1c(=O)[nH]c(=O)c2c1nc1n2CCS1	-0.5	5	26	5	3	0.94	2	-1
CC1(C)Cc2c(sc(NC(=O)c3ccco3)c2C#N)C(C)(C)N1	.	.	.	4	6	0.96	-1	1
CCOC(=O)C1=NNC(C(=O)OCC)C1C(=O)OCC (configuration not stated)	-1.4	2	13	-3	.	.	-2	-10
COc1cccc2c1O/C(=N\O)C(C(=O)Nc1cccc(C)c1C)C2 (configuration not stated)	1.2	0	21	-1	-12	1.2	-5	1
COCC(O)CSc1c([N+](=O)[O-])nc(C)n1Cc1ccc(OC)c([N+](=O)[O-])c1 (configuration not stated)	-1.3	-1	19	-8	-22	1.2	-4	0
CC(C)CCn1c(SCC(=O)NC2CCS(=O)(=O)C2)nc2cc(Cl)ccc2c1=O (configuration not stated)	-0.3	0	-2	6	-18	1.1	2	1
COC(=O)C1=NN(c2ccccc2)C2C(=O)N(c3ccccc3OC)C(=O)C12 (configuration not stated)	-1.7	-7	-293	4	-6	0.93	-11	-10
CC(C)NCC(O)c1ccc2ccccc2c1 (configuration not stated)	1.0	-2	2	1	-6	1	-3	-1
Cc1ccccc1OCCCN1CCCC1	0.6	1	12	-5	3	0.96	-9	1
CCN(CC)C(=O)[C@H]1C[C@H](CC(=O)NCCCOC)C(=O)N2CCc3c([nH]c4cc(-c5ccco5)ccc34)[C@]12C	2.2	-10	-386	2	.	.	-10	1
Brc1ccc(CSc2nnc(-c3ccccn3)n2Cc2ccco2)cc1	-0.5	-1	5	26	-12	1	50*	1
O=C(Nn1cnc2ccccc2c1=O)c1ccccc1Cl	-0.1	0	18	-14	-10	0.98	4	0
NCC(O)(c1ccc(Cl)cc1)c1ccc(Cl)cc1	-2.1	2	15	-2	-15	1.1	-9	-1
O=C(NC(NC(=O)c1ccccc1)c1cccc([N+](=O)[O-])c1)c1ccccc1	2.7	2	10	2	12	0.91	13	-3

Only MPTP block, SENP6 inh and hIAP act, for some of the entries so far:
| molecule | MPTP block | SENP6 inh | hIAP act |
| --- | --- | --- | --- |
| COc1cccc2c1O/C(=N\O)C(C(=O)Nc1cccc(C)c1C)C2 (configuration not stated) | 1.2 | -12 | 1.2 |
| COCC(O)CSc1c([N+](=O)[O-])nc(C)n1Cc1ccc(OC)c([N+](=O)[O-])c1 (configuration not stated) | -1.3 | -22 | 1.2 |

Further structures
SMILES	MPTP block	SENP1 FRET inh	SENP8 inh	PfG6PD inh	SENP6 inh	hIAP act	ATG4B inh	GRIN3A LBD mod
CCOc1ccccc1NC(=O)CN1CCC(NC(=O)c2ccccc2C)CC1	0.7	2	19	-9	4	1.1	-4	-2
CCCCCOc1ccc(OC(=O)c2ccncc2)cc1	0.6	3	6	3	-22	1.1	3	0
CC(=O)N1CCc2cc(Br)cc(S(=O)(=O)NCC3CCCO3)c21 (configuration not stated)	3.7	2	13	-3	-16	1	-10	0
COc1ccc(C(=O)NNC(=O)Cc2nc3ccccc3n2C)cc1	-1.2	1	-2	16	1	1.6	-4	0
CC1(C)CC(=O)C=C(c2n[nH]nc2-c2ccc(F)c(F)c2)C1	0.5	-3	-10	-1	.	.	.	.
O=C(NCCCn1ccnc1)c1cccc(S(=O)(=O)Nc2ccccc2F)c1	-0.8	0	7	-25	-7	1.2	1	0
COc1ccc(C(=O)N/N=C(/C)c2cccc(NC(=O)c3ccncc3)c2)cc1OC	-0.2	-2	4	2	10	1.3	-3	-2
O=C1NC[C@H](Cc2ccccc2)N(CC2CCN(CCCC3CCCC3)CC2)C1=O	0.3	0	9	-9	.	.	.	1
CCN1CCN(S(=O)(=O)c2ccc(Cl)c(C(=O)NC3CCCCC3)c2)CC1	-0.3	2	10	5	-9	0.94	0	-1
COc1ccc(-c2nnc3n2N=C(C)CS3)cc1	1.0	2	15	-13	-18	0.98	-1	-1
Cc1cc(C)c(C#N)c(SCCS(=O)(=O)Cc2ccc(Cl)cc2)n1	-4.0	0	34	-12	2	1.2	-5	18*
O=c1c(-c2nn[nH]n2)coc2ccc(Cl)cc12	3.5	-2	-1	-8	0	1.1	-7	1
COc1ccc(-n2c(O)c(C=NCc3ccccn3)c3ccccc3c2=O)c(OC)c1	0.2	-3	41*	-13	-13	1.1	-5	0
CCOC(=O)CN1C(=O)c2ccccc2C1=O	0.9	2	1	-17	-18	1.1	4	-1
O=C(O)c1ccccc1C(=O)OC1CC2CCC1C2 (configuration not stated)	0.3	1	17	-5	.	.	.	.
NC(=S)n1[nH]c(-c2ccc([N+](=O)[O-])cc2)c(N=Nc2cccc([N+](=O)[O-])c2)c1=O	108*	7	38	29	.	.	34	27*
O=[N+]([O-])c1cncc([N+](=O)[O-])c1Nc1ccccc1Cl	2.8	2	23	24	25	1.1	-7	0
CN1C=CC2=C(C#N)C(N)C(C#N)(C#N)[C@H](c3ccccc3)[C@H]2C1 (some centres not stated)	2.9	-34	-100	1	1	1	-2	-2
CS(=O)(=O)Nc1ccc(C(=O)NCc2cccnc2)cc1	0.0	0	14	-3	4	1.6	-1	0
C[n+]1cccc(C(=O)N/N=C/c2ccc3c(c2)OCO3)c1	1.5	1	15	-9	-7	1	4	-1
COCCN(Cc1ccccc1)C(=O)Cc1ccc(S(=O)(=O)N2CCOCC2)s1	-0.4	-5	-11	-2	-13	0.91	-2	2
O=CN1CCN(C(=O)c2cccc([N+](=O)[O-])c2)CC1	0.5	0	3	-3	-7	1	-1	0
CCCCS(=O)(=O)NC1=NCN(Cc2ccco2)CN1	-1.3	0	19	-7	-6	0.95	8	4
CCOC(=O)C1CCN(C(=O)COC(=O)c2ccc([N+](=O)[O-])o2)CC1	-2.5	2	31	5	22	0.94	-4	2
CCSc1nnc(NC(=O)CSc2nnc(Cc3cccn3C)n2-c2ccc(F)cc2)s1	-1.3	0	11	-30	.	.	-4	-4
SMILES	MPTP block	SENP1 FRET inh	SENP8 inh	PfG6PD inh	SENP6 inh	hIAP act	ATG4B inh	GRIN3A LBD mod
O=C(NC1CC2CCCC(C1)N2C(=O)Nc1ccccc1F)C1CC1 (configuration not stated)	-1.3	0	10	4	-1	0.81	3	-1
Cn1c(SCC(=O)N2CCCC2)nc2ccccc21	-0.4	0	17	-4	-1	0.91	10	0
CCOc1cccc(/C(O)=C2/C(=O)C(=O)N(CCOC)C2c2ccco2)c1 (configuration not stated)	-1.2	-4	16	9	-22	1.1	0	1
Cc1ccc(SCC(=O)OC(C)C(=O)NCc2ccccc2)cc1C (configuration not stated)	-0.1	5	10	-4	-4	0.94	-6	0
CCOc1c2ccc(C(=O)N[C@H](C)C3CCCCC3)cc2nn1CC	-0.7	1	-477	8	0	0.86	-6	-2
CCOc1ccc(C2=Nn3c(nnc3-c3ccc(OC)cc3)SC2)cc1	23	1	15	9	.	.	-2	-9
CCc1nn(CC(=O)NCc2ccccc2Cl)c(=O)c2cccn12	-2.5	1	5	4	-15	1	6	-1
Cc1nn(-c2ccccc2)c(C)c1NC(=O)COC(=O)c1ccc(Cl)c(N)c1	-0.6	2	i	-15	3	1.1	-8	2
O=C(COc1ccc2c3c(c(=O)oc2c1)CCC3)NCc1ccncc1	-0.7	1	-121	5	2	1	-6	-1
CC(C)C[C@@H](CO)N1CCN(CCc2ccccc2)CCC1=O	-1.4	-2	9	3	9	0.95	-2	-1
CC(=O)Cn1c(N2CCC(Cc3ccccc3)CC2)nc2c1c(=O)[nH]c(=O)n2C	-0.8	0	19	-17	2	0.99	1	0
O=S(=O)(c1ccc2ccccc2c1)N(CC(O)COCc1ccco1)c1ccccc1 (configuration not stated)	0.2	-2	4	0	9	0.89	8	0
CC(C)C(NC(=O)c1ccco1)C(=O)OCC(=O)Nc1ccc(C(N)=O)cc1 (configuration not stated)	0.4	-7	12	-2	-19	1.1	-12	1
C[C@@H]1C(=O)OC[C@H]1NC(=O)OCc1ccccc1	0.6	2	14	-4	-14	0.88	-1	0
Nc1ccc(-c2nc3cc(N)ccc3s2)cc1	0.4	-32	-429	12	75*	0.92	-5	-26
CCOC(=O)C1=C(c2ccccc2)OC(N)=C(C#N)C1c1cccnc1 (configuration not stated)	0.9	-3	-426	-4	3	0.94	5	-1
CCCNC(=O)CN1C(=O)NC2(CCCc3cc(OC)ccc32)C1=O (configuration not stated)	-0.6	1	18	6	1	0.89	0	0
COc1ccccc1-c1nc2c3ccccc3nc(=S)n2[nH]1	2.4	0	14	5	9	0.87	-5	4
N#CCC(=O)N/N=C/c1ccc(OCc2ccccc2)cc1	0.0	-1	4	-5	-8	1.1	7	-6
Cc1nn(-c2ccccc2)c(C)c1C(=O)OC(C)C(=O)Nc1ccc(C(N)=O)cc1 (configuration not stated)	0.0	3	15	-13	-5	0.88	10	-1
O=C(C1CC1)N(Cc1ccco1)c1nc(-c2ccccc2)cs1	1.7	-11	-1	12	-4	1.1	5	2
COc1ccc(OC)c(NC(=S)NCCCN2CCOCC2)c1	-1.1	2	-3	-4	8	0.99	-11	1
O=C1C(=O)N(CCN2CCOCC2)C(c2ccccc2)/C1=C(\O)c1ccc2c(c1)OCCO2 (configuration not stated)	-0.4	1	-11	-1	3	1.2	-1	0
Cc1cc(SCC(=O)OCC(=O)N(C)c2ccccc2)nc2ccccc12	-1.8	2	4	10	-2	1.1	-10	-2
COc1cc2c(cc1CN1CCN(C(=O)c3cc(OC)c(OC)c(OC)c3)CC1)OCO2	0.0	-1	6	-11	-8	0.84	-1	-1
CCN(Cc1ccccc1)S(=O)(=O)c1ccc(S(=O)(=O)N(Cc2cccc(OC)c2)CC2CCCO2)cc1 (configuration not stated)	-0.5	-1	6	0	1	0.99	7	2
CC(CN1CCOCC1)OC(=O)c1ccccc1Br (configuration not stated)	1.3	-3	11	-21	-18	0.94	-3	-2

Single records (already shown). Screens in order: MPTP block, SENP1 FRET inh, SENP8 inh, PfG6PD inh, SENP6 inh, hIAP act, ATG4B inh, GRIN3A LBD mod
`CCCNC(=O)CN1C(=O)NC2(CCCc3cc(OC)ccc32)C1=O` (configuration not stated) is entered as -0.6, 1, 18, 6, 1, 0.89, 0, 0
`CC(C)C(NC(=O)c1ccco1)C(=O)OCC(=O)Nc1ccc(C(N)=O)cc1` (configuration not stated) is entered as 0.4, -7, 12, -2, -19, 1.1, -12, 1
`CCOc1c2ccc(C(=O)N[C@H](C)C3CCCCC3)cc2nn1CC` is entered as -0.7, 1, -477, 8, 0, 0.86, -6, -2
`C[C@@H]1C(=O)OC[C@H]1NC(=O)OCc1ccccc1` is entered as 0.6, 2, 14, -4, -14, 0.88, -1, 0

This is a random part of the collection (roughly 6.7% active in at least one column).
